Screening data as filed in PubChem BioAssay.
HKDC1 inhibitor – blocks human hexokinase HKDC1 activity | recombinant HKDC1, G6PDH/diaphorase resazurin coupled fluorescence | AID 493160 | Q2TB90 | inhibition, % at 20 µM | hit rate 0.16% among 340,000;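 active = inhibition above about 35% when tested at 20 µM, limit read from the data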;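 also: plate controls were DMSO wells with enzyme for no effect and DMSO wells lacking enzyme for full effect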
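Test system: HK5 enzyme. Quantity: 5 µg/mL HK5 final. Reagent: glucose and ATP substrates. Schedule: 90 min reaction incubation at room temperature, dark. Technique: resazurin-to-resorufin fluorescence via G6PDH and diaphorase coupling, 525/613 nm. Control set: DMSO wells with and without enzyme mix.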
PfG6PD inh – PfG6PD (Plasmodium falciparum) enzyme inhibition; inhibition, % at 20 µM; hit rate 0.78% among 350,000; PfGluPho enzyme, NADPH resazurin-diaphorase fluorescence; AID 504690;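 active = inhibition reaching at least a set limit at 20 µM in the primary screen, cut at about 59% in these data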;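 also: 0% = DMSO wells with substrate and 100% = DMSO wells lacking glucose-6-phosphate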
hIAP block – blocks human intestinal alkaline phosphatase; hit rate 0.12% among 330,000; purified IAP, CDP-Star luminescence, 30 min; P09923; inhibition, % at 10 µM;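 active = inhibition reaching a set limit with compound at 10 µM in the primary screen, cut at about 35% in these data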;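 also: plate controls were DMSO wells with enzyme for no effect and no-enzyme buffer wells for full effect; values of inactives mirror those of a sister screen read the other way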
Target sequence (P09923 whole entry, looked up): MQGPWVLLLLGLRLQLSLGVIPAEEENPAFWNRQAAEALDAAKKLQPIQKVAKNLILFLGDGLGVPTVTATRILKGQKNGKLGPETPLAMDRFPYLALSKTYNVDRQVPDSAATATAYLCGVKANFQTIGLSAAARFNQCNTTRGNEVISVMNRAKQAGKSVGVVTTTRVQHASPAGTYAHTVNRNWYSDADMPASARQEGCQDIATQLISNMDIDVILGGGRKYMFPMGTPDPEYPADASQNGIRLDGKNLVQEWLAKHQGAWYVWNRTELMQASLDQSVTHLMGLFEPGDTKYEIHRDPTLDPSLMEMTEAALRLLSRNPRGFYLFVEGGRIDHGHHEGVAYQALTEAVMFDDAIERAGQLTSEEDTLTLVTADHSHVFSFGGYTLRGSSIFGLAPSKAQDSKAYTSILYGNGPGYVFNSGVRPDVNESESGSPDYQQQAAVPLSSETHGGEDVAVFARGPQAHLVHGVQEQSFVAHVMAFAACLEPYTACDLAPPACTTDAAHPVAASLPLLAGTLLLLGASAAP
mIAP act – mouse IAP activation; activation factor at 10 µM; AID 2805; hit rate 0.24% among 330,000; muIAP, CDP-Star luminescence, 30 min; hits give high values; 1 = vehicle-only enzyme signal, 0 = enzyme-free wells;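 active = activation factor of at least 2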; also: the source names both 10 and 20 µM as test concentration; values of inactives mirror those of a sister screen read the other way
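Assay system: mouse IAP enzyme; Reagent: CDP-Star chemiluminescent phosphatase substrate; Compound: DMSO-dissolved test compounds; Incubation: 30 min, room temperature; Technique: luminescence from enzymatic CDP-Star hydrolysis; Controls: DMSO-only wells and no-enzyme negative control.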
hIAP act – human IAP activation. P09923. purified human IAP, CDP-Star luminescence, 30 min; hits give high values; 1 = vehicle-only enzyme, 0 = enzyme-free background. activation factor at 10 µM. hit rate 0.16% among 330,000;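 active = activation factor of the enzyme at least 2-fold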; also: the source names both 10 and 20 µM as test concentration; values of inactives mirror those of a sister screen read the other way
ATG4B inhibitor – ATG4B (human) cysteine protease inhibition; hit rate 0.51% among 340,000; inhibition, % at 8.33 µM; ATG4B cleavage of LC3-PLA2, NBD-HPC fluorescence, 1 h; Q9Y4P1; AID 504462; in the data active = inhibition above about 40%
Target sequence (Q9Y4P1 whole entry, looked up): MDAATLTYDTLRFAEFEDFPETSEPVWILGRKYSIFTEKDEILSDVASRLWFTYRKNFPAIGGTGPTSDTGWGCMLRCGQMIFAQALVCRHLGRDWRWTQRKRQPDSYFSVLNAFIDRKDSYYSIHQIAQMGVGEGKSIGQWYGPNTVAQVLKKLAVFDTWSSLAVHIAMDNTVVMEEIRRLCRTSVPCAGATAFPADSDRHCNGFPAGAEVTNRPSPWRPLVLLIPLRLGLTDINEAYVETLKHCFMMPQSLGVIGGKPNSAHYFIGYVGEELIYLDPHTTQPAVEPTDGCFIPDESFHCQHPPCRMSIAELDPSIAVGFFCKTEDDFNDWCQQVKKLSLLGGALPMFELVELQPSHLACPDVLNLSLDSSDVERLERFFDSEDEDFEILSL
APOBEC3A inh – blocks human APOBEC3A ssDNA deamination; inhibition, % at 20 µM; recombinant A3A, FAM/TAMRA ssDNA deamination fluorescence; P31941; AID 493011; hit rate 0.41% among 330,000;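 active = at least 40% inhibition at 20 µM here, with at most 30% in a related deaminase screen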;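 also: plate controls were A3A with DMSO for no effect and wells lacking A3A enzyme for full effect; some results filed as inactive read as strong as hits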
Target sequence (P31941 whole entry, looked up): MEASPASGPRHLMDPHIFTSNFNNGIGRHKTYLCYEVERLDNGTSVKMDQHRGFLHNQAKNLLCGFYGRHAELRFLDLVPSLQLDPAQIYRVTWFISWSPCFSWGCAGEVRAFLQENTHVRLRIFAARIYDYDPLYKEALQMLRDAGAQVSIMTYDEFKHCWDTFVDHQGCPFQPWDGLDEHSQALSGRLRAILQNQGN
mIAP inh – mouse IAP inhibition. purified mouse IAP, CDP-Star luminescence, 30 min. inhibition, % at 10 µM. hit rate 0.2% among 330,000. AID 2806;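 active = inhibition of at least 40% at 10 µM in the primary screen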;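 also: plate controls were DMSO with enzyme for no effect and no enzyme wells for full effect; values of inactives mirror those of a sister screen read the other way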
* marks the source's active call; other numbers are inactive results; nt = not tested or not shown. Rows were taken by chance. Share with any hit: about 2.4%.

SMILES	HKDC1 inhibitor	PfG6PD inh	hIAP block	mIAP act	hIAP act	ATG4B inhibitor	APOBEC3A inh	mIAP inh
COC(=O)Cc1ccc(NC(=S)N2CCN(c3ccccn3)CC2)cc1	-8	14	4	1	0.96	0	-2	-1
Cc1ccc(CN2C(=O)c3ccccc3C2C(=O)NCC2CCCO2)cc1 (stereo not given)	-1	12	-3	1.1	1	-13	7	-6
Cc1ccc(Cl)cc1NC(=O)COC(=O)CC1CCCCC1	6	14	-25	1.1	1.2	8	0	-10
Cc1cccnc1NC(=O)c1c(O)c2cccc3c2n(c1=O)CCC3	0	7	-9	0.95	1.1	2	-5	5
Cc1cccc(C)c1N(CC(=O)NCc1ccc(F)cc1)C(=O)c1csnn1	-13	8	-10	1.1	1.1	-6	-2	-10
COC(=O)c1sc(N(C)C)c(C#N)c1-c1ccccc1	-2	-13	-19	1.1	1.2	44*	-1	-9
CCCc1nc(SCC(=O)Nc2nc3c(s2)CCCC3)c2ccccc2n1	9	6	11	0.91	0.89	-2	-2	9
O=[N+]([O-])c1cccc(/C=N/N2CCN(Cc3ccccc3)CC2)c1	-6	-2	1	1	0.99	3	0	0
Cc1cccc(CCNc2nc3ccc(C)cc3n3cnnc23)c1	0	15	-4	0.98	1	-13	1	2
Nc1c(NC(=O)CC[n+]2ccccc2)cccc1[N+](=O)[O-]	1	-2	-11	1	1.1	-8	2	0
COc1ccc(C(=O)N2CCCC(N3CCN(c4ccccc4OC)CC3)C2)c(OC)n1 (stereo not given)	0	7	-21	1	1.2	11	0	-2
CCOc1cc(/C=N/Nc2cccc(C(=O)O)c2)ccc1OC(=O)c1ccccc1	2	-19	25	0.85	0.75	19	2	15
COCCN(CC(=O)Nc1cccc(C)c1C)C(=O)c1cc2ccccc2cc1OC	-4	-15	1	1.2	0.99	1	-3	-16
Cc1noc(C)c1S(=O)(=O)N1CCC(C(=O)N2CCN(c3ccc(F)cc3)CC2)CC1	-4	-14	11	1	0.89	-7	-4	-1
O=C(CSc1nc(C2CCCCC2)nc2ccccc12)N1CCCC1	0	2	-15	1	1.1	6	-1	-5
CCOC(=O)c1coc(CNC(=O)c2c(C)oc3c2CCCC3)c1	-4	-2	-12	1.1	1.1	-2	1	-8
CCOc1ccc(/C=N/NC(=O)CSc2n[nH]c(=O)[nH]c2=O)cc1OC	-13	14	2	0.95	0.98	1	-1	5
Cc1cc(Nc2ccc(N(C)C)cc2)n2ncnc2n1	-1	1	5	0.96	0.95	4	-8	4
COc1ccc(CCNS(=O)(=O)c2ccc(OC)cc2)cc1	-2	-10	-30	1	1.3	1	4	-4
Cc1ccc2nc(NC(=O)c3ccc4c(c3)OCO4)sc2c1	-15	7	12	0.95	0.88	0	0	5
CC(C)Cc1cc(C(=O)N2CCN(c3ccc(F)cc3)CC2)no1	-4	8	-8	0.83	1.1	-2	2	17
S=c1[nH]nc(C2CCCCC2)n1/N=C/c1cccc(Cl)c1Cl	2	23	-7	0.96	1.1	20	-5	4
O=C(Nc1ccc(Cl)cc1)OCc1ccccn1	-2	1	7	1.5	0.93	-7	-5	-47
Cc1cn(COC/C=C/c2ccccc2)c(=O)[nH]c1=O	0	-10	3	0.92	0.97	5	-1	8
CC(C)=CC(=O)OCC(=O)Nc1ccc(F)cc1Cl	-7	-8	-6	1.1	1.1	-1	9	-8

Going on with the list.
SMILES	HKDC1 inhibitor	PfG6PD inh	hIAP block	mIAP act	hIAP act	ATG4B inhibitor	APOBEC3A inh	mIAP inh
C=CCOc1ccc2ccccc2c1CNc1ncn[nH]1	-9	-5	2	0.95	0.98	3	1	5
CCOc1ccccc1OCC(=O)OC(C)C(=O)Nc1ncc(Cl)cc1Cl (stereo not given)	4	-12	5	1.1	0.95	6	-4	-6
O=C(OCC(=O)N1CCCCCC1)c1cnc(Cl)c(Cl)c1	-5	11	13	1	0.87	-5	-1	-4
COc1ccc(N(CC(=O)Nc2ccc(C)cc2C)S(=O)(=O)c2ccccc2[N+](=O)[O-])c(OC)c1	-2	-1	16	0.89	0.83	-13	-5	11
COc1ccc(CCNC(=O)C2CC(c3ccc([N+](=O)[O-])cc3)=NO2)cc1 (stereo not given)	-6	-6	-3	1	1	8	-10	-2
COc1cccc(C2=CC(c3ccc(C)cc3)n3ncnc3N2)c1 (stereo not given)	nt	nt	-17	0.94	1.2	nt	-2	6
CC1CCN(C(=O)C2CCN(S(=O)(=O)c3cccc4cccnc34)CC2)CC1	2	-3	-32	1	1.3	-4	-4	-2
COc1cc(C(=O)N2CCCc3ccccc32)cc(OC)c1OC	4	-20	-2	0.71	1	-10	4	29
CCc1ccc(CNCc2cccnc2)cc1	0	3	2	1.1	0.98	-6	2	-7
CCC(=O)OCCNc1cc(SCCC(=O)OC)c2nonc2c1[N+](=O)[O-]	3	34	-4	0.88	1	0	1	12
Nc1nnc(SCC(=O)NC2CCCCCCC2)s1	-4	-4	-11	0.96	1.1	2	-4	4
Cc1noc(C)c1S(=O)(=O)Nc1ccc2c(c1)C(=O)N([C@H](C)CO)C[C@H](C)[C@@H](CN(C)Cc1ccc(C(=O)O)cc1)O2	2	9	-4	1.1	1	-3	2	-12
Cn1cc(Cl)c(C(=O)OCC(=O)Nc2cccc(Cl)c2)n1	-3	13	-5	1	1.1	-7	-1	-1
Cc1ccc(S(=O)(=O)NCCOc2nc(N(C)C)nc(N3CCOCC3)n2)cc1	-1	-4	-14	0.89	1.1	-16	0	11
CN(Cc1ccccc1)C(=O)CCC1CCN(C(=O)CC2=CCCCC2)CC1	-6	1	15	0.98	0.85	-8	-4	2
COc1cc(/C=C2/C(=O)N(c3ccc(C)c(C)c3)N=C2C)cc([N+](=O)[O-])c1O	7	-12	19	0.92	0.81	5	0	8
COc1ccc(S(=O)(=O)NCc2ccco2)cc1-c1nnc2c3ccccc3c(C)nn12	-8	8	-19	1	1.2	1	2	-5
COCCCNc1ncnc2ccc(C)cc12	-1	9	-9	0.98	1.1	-12	1	2
CCOP(=O)(OCC)c1cccc(P(=O)(c2ccccc2)c2ccccc2)c1O	7	24	-11	1.1	1.1	-10	5	-6
Cc1c(NC(=O)C2CCCN2S(=O)(=O)c2ccccc2)c(=O)n(-c2ccccc2)n1C (stereo not given)	-6	-12	-10	0.99	1.1	5	-4	1
COCCNC(=O)CSc1nc2cc(OC)c(OC)cc2c(=O)n1Cc1ccc(OC)cc1	-2	11	21	1.1	0.79	-7	-1	-14
O=C(COC(=O)/C=C/c1cccc(Cl)c1)Nc1ccc(N2CCOCC2)cc1	-8	4	-12	1.1	1.1	-7	-2	-6
O=C(NCCN1CCOCC1)C(=O)NCC1CCCO1 (stereo not given)	-10	1	-1	1.1	1	5	0	-13
Cc1ccc(SCCC(=O)Nc2ccccc2C(=O)NC2CCCCC2)cc1	-11	-13	-5	1	1.1	6	3	-4
COC(=O)c1c(C)nc(C)c(C(=O)OC)c1-c1ccc(OC)cc1	-2	-19	9	1	0.91	1	-1	-2

(listing goes on)
SMILES	HKDC1 inhibitor	PfG6PD inh	hIAP block	mIAP act	hIAP act	ATG4B inhibitor	APOBEC3A inh	mIAP inh
O=C(O)CSCC(=O)Nc1ccc(Br)c(C(F)(F)F)c1	-4	-17	-22	1.1	1.2	3	3	-6
COc1ccc(Sc2nnc(-c3ccccc3)cc2C#N)cc1	-4	5	19	1	0.81	1	-5	-3
CCC(=O)OC1(C)C(=O)C=C2C=C(C3CC3)OC=C2C1=O (stereo not given)	8	18	10	0.93	0.9	3	1	7
CCOc1cccc(/C=C/c2ccc3ccccc3n2)c1OC(C)=O	-8	38	12	0.98	0.88	-18	-3	2
O=C(NNC(=O)C12CC3CC(CC(Cl)(C3)C1)C2)c1ccncc1	-2	-9	18	0.99	0.82	6	1	0
Cc1c(Cl)cccc1NC(=O)Nc1ccccc1C(N)=O	7	-1	-4	0.99	1	1	-2	1
O=C(Cn1c(C(F)(F)F)nc2ccccc21)N=Nc1c(O)[nH]c2ccc(Br)cc12	3	-8	-55	0.85	1.5	28	0	14
CC(=O)NC(C(=O)c1ccccc1)C(=O)c1ccccc1	-3	5	1	1.1	0.99	-2	0	-6
CCOc1ccccc1NC(=O)CSc1ccc(-c2ccco2)nn1	16	19	5	0.89	0.95	-4	-2	11
COc1ccc(CNC(=O)/C=C/c2ccc(S(=O)(=O)N3CCOCC3)cc2)cc1	-2	1	0	1	1	-4	0	0
CCc1ccc(OC)c(S(=O)(=O)NCCOc2ccccc2)c1	-4	8	-1	1	1	-12	-2	-3
COc1ccc(Cl)cc1NC(=O)CN(C)C(=O)/C=C/c1ccco1	-3	34	2	1	0.98	-8	2	-3
COc1ccc(Nc2nccc(-c3ccc(C#N)cc3)n2)cc1	-1	-14	9	1	0.91	11	1	0
Cc1cc(C)cc(N(CC(=O)NC2CCCC2)C(=O)C2(C)CC(=O)N=C3C=CC=CN32)c1 (stereo not given)	-4	-13	-22	0.98	1.2	-3	0	2
Cc1nc2nc(COc3ccccc3)nn2c(C)c1Cl	-7	2	5	1.1	0.95	1	-5	-10
C=CCOc1ccc(C2N3CC4(CC)CN2CC(CC)(C3)C4=O)cc1 (stereo not given)	4	0	-9	1.1	1.1	0	0	-6
CCc1nn(CCCC(=O)N2CCN(c3cccc(C)c3C)CC2)c(=O)c2cc3occc3n12	2	-6	3	0.96	0.97	19	-9	4
O=C(CCC(=O)Nc1ccccc1Cl)N/N=C1\CCCc2ccccc21	-11	6	0	0.95	1	-3	-5	4
CCCCNC(=O)CCn1nc(-c2ccc(Cl)cc2)c2ccccc2c1=O	-1	-8	-17	1	1.2	-2	2	-2
CCCNC(=O)Cn1c(=O)oc2cc(S(=O)(=O)N3CC(C)CC(C)C3)ccc21 (stereo not given)	-3	-14	-7	0.95	1.1	-3	3	5
O=C(c1cccc(S(=O)(=O)N2CCCc3ccccc32)c1)N1CCN(c2ccccc2)CC1	4	14	-10	0.95	1.1	0	-5	5
COc1ccc(S(=O)(=O)N2CCC(C(=O)Nc3ccc(F)cc3)CC2)c2cccnc12	-2	19	2	0.97	0.98	-10	-1	3
CNS(=O)(=O)c1cnccc1N1CCN(c2cccc(C)c2)CC1	-3	6	-7	1.1	1.1	-8	-2	-15
CCCCCNS(=O)(=O)c1cc2c3c(c1)CCC(=O)N3CCC2	-7	1	-17	1	1.2	-2	-5	-1
CCN(CC)C(=O)COc1ccc2c3c(c(=O)oc2c1)CCCC3	4	15	-16	0.96	1.2	-2	-1	4
O=C(NCc1cccnc1)c1ccc(S(=O)(=O)Nc2ccccc2)cc1	-9	5	8	0.98	0.92	7	0	2
CC1CCCC(C)N1/N=C/c1ccc(Cl)cc1 (stereo not given)	-3	-6	10	0.92	0.9	-5	-4	8
O=C(CN1CCN(c2ccccc2O)CC1)NNC(=O)c1ccc(Cl)cc1	-4	0	-20	0.93	1.2	-8	3	7
Cc1ccc(OCC(=O)N/N=C\c2ccc(-c3cccc(C(=O)O)c3)o2)c(C)c1	0	0	-10	0.84	1.1	10	27	16

Part of the list above in order of formula weight, low to high:
SMILES	HKDC1 inhibitor	PfG6PD inh	hIAP block	mIAP act	hIAP act	ATG4B inhibitor	APOBEC3A inh	mIAP inh
COc1ccc(Sc2nnc(-c3ccccc3)cc2C#N)cc1	-4	5	19	1	0.81	1	-5	-3
CCOc1cccc(/C=C/c2ccc3ccccc3n2)c1OC(C)=O	-8	38	12	0.98	0.88	-18	-3	2
CCCCCNS(=O)(=O)c1cc2c3c(c1)CCC(=O)N3CCC2	-7	1	-17	1	1.2	-2	-5	-1
C=CCOc1ccc(C2N3CC4(CC)CN2CC(CC)(C3)C4=O)cc1 (stereo not given)	4	0	-9	1.1	1.1	0	0	-6
O=C(O)CSCC(=O)Nc1ccc(Br)c(C(F)(F)F)c1	-4	-17	-22	1.1	1.2	3	3	-6
COc1ccc(CNC(=O)/C=C/c2ccc(S(=O)(=O)N3CCOCC3)cc2)cc1	-2	1	0	1	1	-4	0	0
